Assay outcomes deposited in PubChem BioAssay by Southern Research Specialized Biocontainment Screening Center.
M. tuberculosis HTS = M. tuberculosis growth inhibition, HTS (AID 449762); actives 0.59% (n = 330,000); one-dose inhibition, % at 25 µM; IC50 in µM for titrated hits; M. tuberculosis H37Rv growth inhibition, 7H9 media; higher % means a stronger effect; in the data active = a potency from the dose series; inconclusive = inhibition above about 70% without an active follow-up result;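 note: bacterial growth assessed after seven days of incubation; strong numbers were not always called active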
H1N1 NS1A inhibition = NS1A inhibition, H1N1 influenza, cell based functional assay (AID 504329) | NS1A functional cell-based assay, percent inhibition; higher % means a stronger effect | actives 0.3% (n = 340,000) | one-dose inhibition, % at 12.5 µM; IC50 in µM for titrated hits; in the data active = a potency from the dose series; inconclusive = inhibition above about 27% without an active follow-up result; note: strong numbers were not always called active
VEEV TC-83 Vero = inhibitors of VEEV TC-83 cytopathic effect, confirmation, Vero cells (AID 588727); Vero cells, VEEV TC-83 cytopathic effect inhibition; higher % means a stronger effect; inhibition, % at 20 µM, or IC50 in µM where a hit was titrated; actives 0.13% (n = 350,000); in the data active = a potency from the dose series; inconclusive = inhibition mostly from about 14% at the one dose, without a potency; inactive = the rest, 99 in 100 with inhibition below about 12%; note: strong numbers were not always called active
PhoP GFP inhibition = PhoP regulon inhibitors, Salmonella typhi PhoP promoter GFP reporter, confirmatory (AID 1850); Salmonella Typhi PhoP-promoter GFP reporter, fluorescence, 4 h; higher % means a stronger effect; inhibition, % at 50 µM; hits with a dose series show IC50 in µM; actives 0.33% (n = 310,000); in the data active = a potency from the dose series; inconclusive = inhibition mostly from about 25% at the one dose, without a potency; inactive = the rest, 99 in 100 with inhibition below about 19%;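 note: 0% = induced wells with vehicle and 100% = uninduced wells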
tuberculosis growth = growth inhibition of non-replicating M. tuberculosis (AID 488890); actives 0.39% (n = 320,000); Mycobacterium tuberculosis non-replicating, growth inhibition; higher % means a stronger effect; inhibition, % at 25 µM; hits with a dose series show IC50 in µM; in the data active = a potency from the dose series; inconclusive = inhibition mostly from about 82% at the one dose, without a potency; inactive = the rest, 99 in 100 with inhibition below about 76%;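 note: plate controls were DMSO cells for no effect and high antibiotic wells for full effect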
VEEV TC-83 Vero 10K pilot screen = second read-out of VEEV TC-83 Vero, no call of its own (marks repeat the call); inhibition, %; measured here: 10K pilot screen inhibition
Active calls of the source: *; i = inactive; ? = inconclusive; · = not tested or not shown.

SMILES	M. tuberculosis HTS	H1N1 NS1A inhibition	VEEV TC-83 Vero	PhoP GFP inhibition	tuberculosis growth	others
COC(=O)C1=NN(c2ccc(Cl)cc2)C2C(=O)N(c3ccccc3OC)C(=O)C12 (stereo not given)	-6%	-6%	0.5%	-3%	-2%
CC(C)(C)c1ccc(S(=O)(=O)NNC(=O)C2CCN(Cc3cccc(F)c3)CC2)cc1	6%	-6%	1.3%	7%	16%
COC(=O)c1cc(-c2ccc(Cl)cc2)n(-c2ccc(S(N)(=O)=O)cc2)n1	?	0%	7.5%	4%	16%
CCOc1ccc(NS(=O)(=O)c2ccc(NC(=S)NC(=O)C(C)C)cc2)cc1	8%	-4%	0.8%	17%	0%
CC1(C)CC(NC(=O)c2cc([N+](=O)[O-])cc([N+](=O)[O-])c2)CC(C)(C)N1	7%	-2%	4.0%	-6%	2%
CC(=O)Nc1ccc(Nc2nc(C)nc3c2nnn3Cc2ccccc2Cl)cc1	18%	4%	2.0%	6%	4%
COc1ccccc1CNC(=O)CN1C(=O)NC(c2ccccc2)(c2ccc(C)c(C)c2)C1=O (stereo not given)	·	1%	3.9%	·	·
CCOC(=O)C(C)c1n[nH]c(=O)c2ccccc12 (stereo not given)	-1%	-3%	1.5%	6%	0%
COc1ccc(-n2nc(C(=O)NCC(=O)NCc3ccc(F)cc3)c3ccccc3c2=O)c(OC)c1	·	-1%	1.6%	-7%	·	VEEV TC-83 Vero 10K pilot screen=0.0
COc1ccc(S(=O)(=O)NCC(=O)N(CC2CCCO2)C(C(=O)NC2CCCC2)C(C)C)cc1 (stereo not given)	-7%	-6%	1.0%	4%	-9%
CC1CCN(S(=O)(=O)c2ccc(NC(=O)Cn3nnc(-c4ccccc4F)n3)cc2)CC1	-12%	5%	0.8%	-10%	27%
CCn1nc(NC(=O)CC(C)C)c2cc3cccc(C)c3nc21	1%	0%	2.5%	-5%	0%
Cc1ccccc1CCN(CC(=O)NC1CCCCC1)C(=O)c1csnn1	1%	-9%	0.5%	8%	2%
COc1cccc(NC(=S)N2CCN(c3ccc([N+](=O)[O-])cc3)CC2)c1	1%	9%	0.5%	-5%	-7%
CCn1c(CNc2ccc(C)cc2)nnc1SCC(=O)NCc1ccccc1	-15%	4%	1.0%	6%	4%
COC(=O)C(O)(CC(=O)c1ccc(OC)cc1)C(F)(F)F (stereo not given)	-2%	-3%	2.3%	-4%	26%
O=C(CN1C(=O)NC2(CCCc3ccccc32)C1=O)N1CCc2ccccc2C1 (stereo not given)	-8%	1%	2.4%	-7%	9%
CCOc1ccccc1CNC(=O)Cn1ccc2cc(S(=O)(=O)N3CCCCCC3)ccc21	0%	5%	0.7%	-16%	64%
O=C1NC(Cc2ccc(O)cc2)c2nc3ccc(Br)cc3c(=O)n2-c2ccc(Cl)cc21 (stereo not given)	-10%	·	·	·	36%
CC(C)C(=O)Nc1ccc(C(=O)Nc2nnc(C(C)C)s2)cc1	-5%	-5%	8.2%	-3%	8%
CCN(CC)CCNc1ccnc2cc(Cl)ccc12	-12%	-11%	i	18%	-2%
CCCCn1c(SCC(=O)N(C)C2CCS(=O)(=O)C2)nc2cc(S(N)(=O)=O)ccc21 (stereo not given)	4%	-6%	i	6%	-6%
O=C(Nc1nnc(C2CC2)s1)c1cc([N+](=O)[O-])ccc1N1CCCCC1	-4%	0%	9.1%	-9%	24%
COc1ccc(CNC(=S)Nc2ccccc2)cc1Cl	7%	5%	0.6%	8%	?
CC1Cc2ccccc2N1C(=O)CSc1ncccc1C(=O)O (stereo not given)	1%	-17%	0.2%	6%	3%
(list continues)
SMILES	M. tuberculosis HTS	H1N1 NS1A inhibition	VEEV TC-83 Vero	PhoP GFP inhibition	tuberculosis growth	others
O=C(Nc1ccccc1)NC1(C(=O)NCCCN2CCOCC2)CCCCC1	-11%	5%	i	-2%	-12%
CN(CC(=O)Nc1ccc(OC(F)(F)F)cc1)C(=O)C1CCC1	7%	-8%	0.5%	·	18%
Cc1ccc(NCc2n[nH]c(=S)n2-c2ccccc2)cc1	0%	9%	i	-5%	-5%
O=S(=O)(NC1CC2CCC1C2)c1ccc(Br)cc1 (stereo not given)	5%	22%	1.1%	-2%	61%
CCOC(=O)c1c(C(F)(F)C(F)(F)C(F)(F)C(F)(F)F)n[nH]c1C	1%	1%	7.6%	-6%	4%
CC(C)OCCCNC(=O)c1cccc(NC(=O)c2ccccc2)c1	-3%	-3%	1.2%	-8%	-10%
CC(=O)Nc1ccc(S(=O)(=O)N2CCN(S(=O)(=O)N3CCCCC3)CC2)cc1	2%	-4%	0.6%	3%	-8%
CCOC(=O)CCn1nc(-c2ccc(C)cc2)c2ccccc2c1=O	38%	-4%	1.7%	1%	76%
COc1ccc(C2=NN(C3=NN=C(N)Cc4ncnn43)C(O)(C(F)(F)F)C2)cc1 (stereo not given)	-3%	8%	i	-5%	-15%
COc1ccc(NC(=O)CCCC(=O)c2ccccc2)c(OC)c1	-4%	-6%	1.0%	-7%	17%
O=C(O)C1C2C=CC(C3CC23)C1C(=O)NCCc1ccccc1 (stereo not given)	2%	-24%	1.8%	-1%	-20%
Cc1ccc(N2CC(C(=O)Nc3cc(C)ccc3F)CC2=O)cc1 (stereo not given)	-4%	-6%	1.4%	-1%	12%
CSc1ccccc1C(=O)NCCCn1ccnc1	11%	-5%	0.2%	-4%	-17%
CCOC(=O)c1c(NC(=O)CC2SC(N)=NC2=O)sc(C)c1C (stereo not given)	0%	3%	0.3%	-1%	-15%
COc1ccc(-c2nnc3sc(COc4ccc(C)cc4)nn23)cc1	58%	3%	0.2%	2%	76%
COc1ccc(/C=C(/NC(=O)c2ccccc2)C(=O)NCC2CCCO2)cc1 (stereo not given)	1%	-3%	0.8%	6%	-12%
O=C(CCCN1C(=O)CCC1=O)Nc1ccccc1F	-2%	5%	1.9%	-4%	4%	VEEV TC-83 Vero 10K pilot screen=0.6
O=C(Nc1ccc2c(c1)OCO2)c1c(F)cccc1F	1%	0%	3.6%	-10%	5%	VEEV TC-83 Vero 10K pilot screen=0.8
O=C(COC(=O)COc1ccc(Cl)cc1Cl)NC1CCS(=O)(=O)C1 (stereo not given)	2%	-9%	1.9%	·	15%
O=C(Nc1ccc(S(=O)(=O)N2CCC(C(=O)NC3CCCCC3)CC2)cc1)c1ccco1	-1%	5%	5.2%	2%	7%
N[C@@H](Cc1ccc(O)cc1)c1nnc([C@H](CC(=O)O)NC(=O)C2CCNCC2)o1	-6%	-1%	0.8%	-3%	-12%
CCCCC/C(=N\NC(=O)Nc1ccccc1)c1ccccc1	11%	-5%	i	-26%	33%
CC(=O)Oc1ccccc1C(=O)O	18%	1%	1.4%	-12%	11%
COc1ccc(C(=O)Cn2c(N3CCCCC3)nc3c2c(=O)n(C)c(=O)n3C)cc1OC	·	9%	0.4%	·	·
Cc1cc(NC(=O)c2ccccc2)sc1C	8%	3%	0.5%	62µM*	47%
Additional compounds:
SMILES	M. tuberculosis HTS	H1N1 NS1A inhibition	VEEV TC-83 Vero	PhoP GFP inhibition	tuberculosis growth	others
O=C(Nc1cccc(OC(=O)N2CCCCC2)c1)N1CCCCC1	-3%	-6%	i	-24%	11%
CCCOc1ccc(S(=O)(=O)NCc2ccc(OC)cc2)cc1	7%	5%	i	-3%	15%
COc1ccc(CCNC(=O)C2CCN(S(=O)(=O)c3cnc[nH]3)CC2)cc1OC	-4%	0%	0.3%	1%	-1%
COC(=O)c1ccc(OCC(O)CN2CCC(C)CC2)cc1 (stereo not given)	13%	-8%	0.4%	17%	13%
CCCOc1cc(N(CC)CC)ccc1/C=C(/C#N)c1nc2ccc(C)cc2[nH]1	?	-1%	i	18%	69%
COc1cc(C(=O)OCC(=O)NC2CC2)cc(OC)c1OC	32%	-6%	5.6%	·	-11%
C/C=C(\C)CN1CCC(Oc2cc(C(=O)NC3CC3)ccc2OC)CC1	-6%	-10%	0.1%	-4%	-7%
COc1cc(NC(=O)c2cc3sccc3n2C)cc(OC)c1	1%	6%	0.2%	-7%	15%
N#Cc1c(NC(=O)c2ccccc2)sc2c1CCC2	-11%	3%	0.8%	-20%	-15%
COc1ccccc1N(C)S(=O)(=O)c1ccc(C(=O)Nc2cc(OC)c(OC)c(OC)c2)cc1	·	-2%	8.1%	·	·
Cc1cc(=O)nc2c3ccccc3n(CC(=O)NCCC3=CCCCC3)n12	2%	3%	3.2%	6%	30%
CCn1c(NC(=O)c2cccs2)nc2ccccc21	?	-15%	2.5%	-7%	?
CCCN(CCC)CCNC(=O)C1c2ccccc2C(=O)N2CCc3ccccc3C12 (stereo not given)	-1%	0%	i	-14%	-3%
CCc1nc(-c2ccc(OC)c(OC)c2)cc2cc(OC)c(OC)cc12	3%	-4%	i	-3%	11%
CCOc1ccc(CCNC(=O)COC(=O)c2cc(OC)c(OC)c(OC)c2)cc1OCC	-6%	·	·	0%	3%
Cc1ccccc1NC(=O)CSc1nc(N2CCCCC2)nc(N2CCCCC2)n1	-2%	3%	1.4%	1%	-12%
Cc1ccc(OCC(=O)N2CCCC(N3CCN(c4ccc(F)cc4)CC3)C2)cc1 (stereo not given)	1%	3%	2.9%	-9%	30%
Cc1oc2c(C)c(O)ccc2c(=O)c1-c1ccc2ccccc2n1	2%	-1%	i	-3%	-4%
COc1cccc(CNC2CN3CCC2CC3)c1OC (stereo not given)	-3%	-1%	1.7%	-12%	-13%
CCCCNc1ccc(C(CC(N)=O)NC(=O)c2cc(C)cc(C)c2)cc1[N+](=O)[O-] (stereo not given)	2%	12%	0.8%	6%	3%	VEEV TC-83 Vero 10K pilot screen=1.0
CCCC(=O)C1C(=O)NC(=O)NC1=O	-3%	-4%	0.4%	1%	-2%
CCc1nc2cc(Cl)c(Cl)cc2nc1CC	-16%	-2%	7.5%	2%	0%
Cc1ccc(S(=O)(=O)N2CCC(C(=O)Nc3ccccc3N3CCCC3)CC2)c(C)c1	9%	-1%	1.4%	-3%	6%
CN(C)CCSc1nc(N)c2c3c(sc2n1)COC(C)(C)C3	0%	-1%	i	0%	0%
O=C(Cc1ccc(F)cc1)NCCS(=O)(=O)N1CCN(c2ccccc2)CC1	-9%	0%	0.2%	-4%	13%

Compounds shown so far with an aryl thioether with sulfur outside any ring, in the order listed:
SMILES	M. tuberculosis HTS	H1N1 NS1A inhibition	VEEV TC-83 Vero	PhoP GFP inhibition	tuberculosis growth	others
CCn1c(CNc2ccc(C)cc2)nnc1SCC(=O)NCc1ccccc1	-15%	4%	1.0%	6%	4%
CCCCn1c(SCC(=O)N(C)C2CCS(=O)(=O)C2)nc2cc(S(N)(=O)=O)ccc21 (stereo not given)	4%	-6%	i	6%	-6%
CC1Cc2ccccc2N1C(=O)CSc1ncccc1C(=O)O (stereo not given)	1%	-17%	0.2%	6%	3%
CSc1ccccc1C(=O)NCCCn1ccnc1	11%	-5%	0.2%	-4%	-17%
Cc1ccccc1NC(=O)CSc1nc(N2CCCCC2)nc(N2CCCCC2)n1	-2%	3%	1.4%	1%	-12%
CN(C)CCSc1nc(N)c2c3c(sc2n1)COC(C)(C)C3	0%	-1%	i	0%	0%

Later entries:
SMILES	M. tuberculosis HTS	H1N1 NS1A inhibition	VEEV TC-83 Vero	PhoP GFP inhibition	tuberculosis growth	others
CCCCCN(C(=O)CCC(=O)OCC(=O)N(C)Cc1ccccc1C)c1c(N)n(CCCC)c(=O)[nH]c1=O	-1%	-1%	1.5%	-5%	13%
COC(=O)/C=C1\NCCNC1=O	-7%	-23%	0.8%	1%	-7%
O=C(O)c1ccc(OS(=O)(=O)c2cccc(C(F)(F)F)c2)cc1	-20%	-5%	3.4%	·	-22%
O=[N+]([O-])c1ccc(CN2CCN(Cc3c[nH]c4ccccc34)CC2)cc1	1%	1%	i	-3%	8%
O=C(CCCSc1nc2ccccc2[nH]1)Nc1nnc(C2CC2)s1	0%	-1%	5.5%	-5%	43%
CC(C)Oc1ccc(C(=O)OC(C)C(=O)Nc2nc(-c3cccc([N+](=O)[O-])c3)cs2)cc1 (stereo not given)	19%	1%	5.6%	-5%	74%
COc1cc(C(=O)ONC(=O)c2ccc(OC(F)F)cc2)cc(OC)c1OC	0%	4%	i	-1%	-4%
C[C@H](NC(=O)c1[nH]cnc1C(=O)N[C@H](C)c1ccccc1)c1ccccc1	-4%	3%	9.7%	·	64%
CCCn1c(SCCC(=O)O)nc2ccccc21	6%	9%	1.0%	-19%	-9%
CCc1ccc(N(CC(=O)N2CCOCC2)S(C)(=O)=O)cc1	-7%	1%	0.3%	-6%	2%
COc1ccc2[nH]cc(CCNC(=O)Nc3ccccc3C)c2c1	9%	0%	i	-3%	18%
